HT1080-NT tox: kills 2HG-producing HT-1080-NT fibrosarcoma cells; HT-1080-NT fibrosarcoma viability, CellTiter-Glo ATP luminescence, 48 h; Potency, µM (highest dose often 46.1 µM), inactives show top-dose activity, negative = less viability, usual class: cytotoxic; 360,000 compounds, 1.6% hits; AID 686970;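 further: NT is the 2HG producing partner of a matched IDH1 knockdown line; potency means the concentration at half of the fitted maximal effect; 0% = DMSO-treated cells and -100% = media-only wells without cells; nearly all actives have a fitted effect of over 55% in size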
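HT-1080-NT; 750 cells/well; 5% FBS RPMI; 48 h compound, 37 degrees C; CellTiter-Glo luminescence; curve fitting and curve-class assignment.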
ATXN viability: cell viability loss in ATXN counter-screen | AID 651635 | Potency, µM (titrated, usually from 56.7 µM), hits mostly cytotoxic | 400,000 compounds, 0.49% hits | S2 cells (HEK-293 line with an ATXN2-luciferase reporter) viability, CellTiter-Fluor protease fluorescence, 24 h; further: potency means the concentration at half of the fitted maximal effect; nearly all actives have a fitted effect of over 40% in size
ATXN2 expr inh: inhibitors of ATXN2 expression. 360,000 compounds, 0.72% hits. AID 1745845. Potency, µM (titrated, usually from 57 µM), inactives show top-dose activity change, negative = inhibition, usual class: inhibitors. HEK-293 ATXN2-luciferase reporter, luminescence, 24 h; further: potency means the concentration at half of the fitted maximal effect; on the % scale 0 is the no-effect control and ±100 the full control effect; nearly all actives have a fitted effect of over 55% in size
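ATXN2-luciferase reporter cells (luciferase flanked by upstream and downstream ATXN2 gene portions) were treated 24 h at 37 °C with compounds at up to 57 uM. SteadyGlo luminescence gave expression; GF-AFC fluorescence gave viability.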
IL1B secr inh: inhibitors of inflammasome signaling (IL-1 beta secretion). THP-1 LPS/ATP IL-1B secretion, AlphaLISA, 16 h; hits give low values. activity change, % at 57.5 µM. 360,000 compounds, 4.7% hits. AID 743279; in the data active means activity change below about -50%; inconclusive means mostly about -30% to -49%; further: on the % scale 0 is the no-effect control and ±100 the full control effect
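THP-1 cells pretreated 1 hr with compounds (up to 57.5 uM final), then stimulated with LPS (250 ng/mL final) plus ATP (1.25 mM final); secreted IL-1B measured by AlphaLISA after 16 hr, decreased signal indicating inhibition.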
KB-V1 cytotox: KB-V1 MDR subline cytotoxicity; KB-V1 MDR cells viability, CellTiter-Glo, 72 h; 400,000 compounds, 3.4% hits; Potency, µM (top dose mostly 46.1 µM), inactives show at the highest dose activity change, negative = cytotoxicity, hits mostly cytotoxic; further: potency means the concentration at half of the fitted maximal effect; on the % scale 0 is the no-effect control and ±100 the full control effect; nearly all actives have a fitted effect of over 60% in size
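Readout: CellTiter-Glo luminescence, 10 min after addition. Cells: KB-V1 MDR subline, 72 h at 37 degrees C with compound. Analysis: corrected, normalized data fitted to concentration-effect curves.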
KB-3-1 tox: KB-3-1 parental cell cytotoxicity; 400,000 compounds, 1.4% hits; KB-3-1 viability, CellTiter-Glo ATP luminescence, 72 h; Potency, µM (top dose mostly 46.1 µM), inactives show at the highest dose activity change, negative = cytotoxic, actives largely listed as cytotoxic; AID 1347075; further: potency means the concentration at half of the fitted maximal effect; on the % scale 0 is the no-effect control and ±100 the full control effect; nearly all actives have a fitted effect of over 60% in size
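Here the drug-naive KB-3-1 line serves as comparator for MDR sub-line selectivity; cells received compound titrations, 72 h at 37 °C, then CellTiter-Glo readout.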
SW480 rerep: inducers of DNA re-replication in SW480 colon cancer cells; SW480 DNA re-replication, Hoechst DNA content imaging, 48 h; Potency, µM (titrated, usually from 46.1 µM), for inactives: top-dose re-replication activation, usual class: activators; 340,000 compounds, 1.8% hits; further: potency means the concentration at half of the fitted maximal effect; % of control where 0% means no effect; nearly all actives have a fitted effect of over 55% in size
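Quantitative HTS format with DMSO vehicle controls; 48 hr drug incubation at 37 C, then 40 min Hoechst staining and scanning imager measurement at 405 nm excitation.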
HT1080 IDH1KD tx: kills HT-1080 cells with IDH1 knockdown. 360,000 compounds, 2% hits. Potency, µM (highest dose often 46.1 µM), for the others: at the top dose activity, negative = toxicity, most hits filed as cytotoxic. HT-1080 IDH1 knockdown viability, ATP luminescence, 48 h;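 further: potency means the concentration at half of the fitted maximal effect; 0% = DMSO wells and -100% = cell-free medium wells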
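Using the IDH1-knockdown HT-1080 line run in the same batch and compound series as the NT line, viability after 48 h at 37 °C was determined by CellTiter-Glo luminescence and expressed as % activity.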
MCF10A rerep: DNA re-replication induction in MCF 10a cells | MCF 10A DNA re-replication, Hoechst nuclear intensity, 48 h | Potency, µM (series often up to 46.1 µM), inactives show at the top dose activity, positive = re-replication, actives largely listed as activators | 350,000 compounds, 2.9% hits | AID 624296; further: potency means the concentration at half of the fitted maximal effect; % of control where 0% means no effect; nearly all actives have a fitted effect of over 50% in size
An asterisk follows results filed as active; i = inactive; ? = inconclusive; / = not tested or not shown; ! = repeats disagree; [ ] = remark or other dose. Unless noted, the call rests on the fitted dose curve; in most records, active means well fitted curve in the direction sought with a large enough effect; inconclusive means small, poorly fitted or top-dose-only effect, or another doubt; inactive means no such curve, though single readings can be large; an effect the other way counts as inactive or inconclusive.

SMILES | HT1080-NT tox | ATXN viability | ATXN2 expr inh | IL1B secr inh | KB-V1 cytotox | KB-3-1 tox | SW480 rerep | HT1080 IDH1KD tx | MCF10A rerep
COc1ccccc1-c1nc(C#N)c(NCc2ccc(F)cc2)o1 | -19% | i | 17% | -22 | -17% | 5% | -3% | -17% | 0%
COc1ccc2oc3ccc(OC)cc3c(=O)c2c1 | -3% | i | 55%[activator] | -6 | -24% | -7% | -6% | 1% | -2%
Cc1ccc2nc3sc(C(=O)N4CCOCC4)c(N)c3cc2c1 | 22% | i | 2.5µM* | -21 | -23% | 3% | -1% | 11% | 4%
O=C(c1ccccc1F)c1cc2c(cc1[N+](=O)[O-])OCCO2 | -1% | i | 4% | 6 | 17% | 12% | -2% | -1% | -3%
COc1ccc(C(=O)NC(=S)NNC(=O)Cc2cccs2)cc1 | ? | i | ? | 20 | -25% | ? | -4% | -28% | 325%[0.0737 µM]
COc1ccc(-c2csc(-c3cccnc3)n2)cc1C | 12% | i | / | 4 | ? | 0% | -67%[inhibitor] | 5% | -2%
COc1ccc2oc(C(=O)Nc3nc4ccc(S(C)(=O)=O)cc4s3)c(C)c2c1 | -3% | i | -19% | -52* | -18% | ? | 2% | -3% | ?
O=C(c1cc(F)ccc1F)C1CCCN(C(=O)CSc2ccccn2)C1 (stereo not given) | 6% | ? | / | 14 | 5% | 0% | -2% | -2% | 2%
O=C(Nc1ccc(O)c2c(=O)cc(-c3ccccc3Cl)oc12)c1ccc(F)cc1 | 9% | i | 7% | 4 | 11% | 12% | -16% | 9% | 9%
CCOC(=O)c1sc(NC(=O)Cc2ccc(F)cc2)nc1C | 13% | i | / | 7 | 6% | -14% | 1% | 13% | -10%
CC(=O)N1CCN(S(=O)(=O)c2ccc(F)c(Cl)c2)CC1 | -1% | / | -11% | -1 | -3% | -8% | -7% | 13% | 1%
CCCCn1c(N)c(N(Cc2ccccc2OC)C(=O)C(C)Oc2cccc(Cl)c2)c(=O)[nH]c1=O (stereo not given) | 0% | i | / | 10 | ? | -7% | / | -2% | /
Cc1ccc(CNCc2ccccc2)s1 | / | i | 16% | / | 15% | -2% | / | / | /
COCCNC(=S)N1CCc2cc(OC)c(OC)cc2C1COc1cc(C)cc(C)c1 (stereo not given) | -16% | ? | -21% | ? | 0% | ? | -2% | -24% | ?
Cc1nc2nc(COc3ccccc3)[nH]n2c(=O)c1Cc1ccccc1 | -2% | i | -5% | 20 | -27% | 3% | 2% | -3% | 15%
Cc1ccc(S(=O)(=O)N2[C@@H](c3ccccc3)C(C(=O)O)=CC[C@H]2c2cccc(Cl)c2)cc1 | -9% | i | 9% | 14 | 16% | 15% | -6% | -5% | -11%
CN1Cc2c(N3CCOCC3)nc3sc(C(=O)c4ccc(Br)cc4)c(N)c3c2CC1(C)C | 23µM* | / | ? | / | ? | ? | ? | 13µM* | 18µM*
COc1cccc(CNC2CCCCCCC2)c1OC | 0% | i | -8% | -13 | -20% | -7% | -7% | -4% | 1%
COc1ccccc1-n1c(SCC(=O)Nc2cccc(C(=O)O)c2)nnc1-c1ccccc1C | 5% | i | / | 6 | -18% | 3% | 10% | 1% | 5%
CCOC(=O)c1oc2ccccc2c1NC(=O)c1ccccc1OC | -6%[9.24 µM] | i | -10% | ? | ? | -2% | ? | ? | ?
O=C(COC(=O)Cc1ccccc1F)Nc1ccccc1[N+](=O)[O-] | 0% | i | -22% | -11 | -9% | -10% | -17% | -6% | -2%
CSc1nncc(/C(C)=N\Nc2ccccc2C)n1 | ? | i | 14% | 4 | 12% | -7% | -7% | -20% | 5%
CCN(CC)CCCNc1ncnc2ccccc12 | 1% | i | 6% | 22 | 7% | 7% | -5% | -5% | 11%
CCN1CCN(Cc2ccc(NC(=O)c3cc(NC(=O)c4cc(C)on4)cc(OC)c3)cc2C(F)(F)F)CC1 | ? | ? | ? | -83*! | ? | ? | ? | ? | 13%
Cc1ccc(-c2nc(C(=O)NC3CCCCCC3)no2)cc1 | -5% | i | 34% | -6 | 2% | 0% | -10% | -5% | 24%
COc1ccc([N+](=O)[O-])cc1NCC(=O)c1ccc(C)cc1 | 2% | i | 17% | 49 | -28% | 1% | -5% | -3% | 4%
O=C(COc1ccc(Cl)cc1)NCc1nnc2c3ccccc3c(-c3ccccc3)nn12 | -27% | i | / | 14 | 20% | 1% | -57%[inhibitor] | -18% | ?
Cc1ccc(C)c(N2CCN(S(=O)(=O)c3cc4c(cc3C)NC(=O)CO4)CC2)c1 | 24% | i | -34% | 0 | 4% | -19% | -8% | 3% | 9%
COc1ccc(S(=O)(=O)N2CCOCC2)cc1NC(=O)COC(=O)C1=COCCO1 | 25% | ? | / | -8 | -4% | -4% | 6% | 7% | -1%
CCOc1ccc(CCNC(=O)c2nnc(Cc3ccc(F)cc3)o2)cc1OCC | 0% | i | -8% | -2 | -25% | -2% | 1% | 8% | -6%
O=C(NCCCN1CCOCC1)C(=O)NCC1OCCN1S(=O)(=O)c1cc(F)ccc1F (stereo not given) | 2% | i | -9% | 13 | / | / | 2% | -1% | 1%
COc1ccc(NC(=O)Nc2nnc(-c3ccccc3SCc3ccccc3)s2)cc1 | -25% | i | -6% | 19 | 3% | 1% | -2% | -26% | ?
COc1ccccc1NC(=S)NCCC(c1ccccc1)c1ccccc1 | -15% | i | / | 25 | -27% | -7% | 4% | -7% | 33%
COc1ccc(S(=O)(=O)N2CCCCCC2)cc1NC(=O)Cc1cccc(C(F)(F)F)c1 | -16% | ? | / | -8 | ? | 3% | / | -18% | /
Fc1cnc(N2CCOCC2)nc1N1CCOCC1 | 11% | i | 16% | 0 | 4% | -2% | 16% | -1% | ?
COc1ccc(C(CNS(=O)(=O)c2cccc(F)c2)N2CCCC2)cc1 (stereo not given) | -2% | i | -4% | -16 | 28% | 1% | -1% | -3% | 3%
CC(C)CN1CCNC(=O)C1CC(=O)N(C)CC1CCOCC1 (stereo not given) | -2% | i | -9% | 2 | -6% | -6% | 4% | -1% | -11%
CC[n+]1c(C=C2C=C(C)OC(C)=C2)sc2ccccc21 | ? | ? | 11µM* | -95* | ? | ? | 18µM* | ? | ?
Cc1occc1C(=O)NCCCCc1ccccc1 | 7% | i | 6% | -7 | 0% | 1% | -10%[9.22 µM] | 1% | 0%
Cc1cccc(NC(=O)CCSc2ccccn2)c1 | ? | i | 28% | 18 | ? | 4% | 1% | 28% | 4%

One compound at a time (already shown):
`COc1ccc(C(CNS(=O)(=O)c2cccc(F)c2)N2CCCC2)cc1` (stereo not given) reads HT1080-NT tox = -2%; ATXN viability = i; ATXN2 expr inh = -4%; IL1B secr inh = -16; KB-V1 cytotox = 28%; KB-3-1 tox = 1%; SW480 rerep = -1%; HT1080 IDH1KD tx = -3%; MCF10A rerep = 3%
`COc1ccccc1NC(=S)NCCC(c1ccccc1)c1ccccc1` reads HT1080-NT tox = -15%; ATXN viability = i; ATXN2 expr inh = /; IL1B secr inh = 25; KB-V1 cytotox = -27%; KB-3-1 tox = -7%; SW480 rerep = 4%; HT1080 IDH1KD tx = -7%; MCF10A rerep = 33%

Continuation.
SMILES | HT1080-NT tox | ATXN viability | ATXN2 expr inh | IL1B secr inh | KB-V1 cytotox | KB-3-1 tox | SW480 rerep | HT1080 IDH1KD tx | MCF10A rerep
CCCCN(CC)C(=O)c1cc2c(=O)[nH]c3ccc(C)cc3c2s1 | 16% | i | -19% | 0 | ? | -20% | -4% | 16% | -2%
COc1ccnc(Oc2ccc(C)cc2)c1C#N | 7% | i | 48%[activator] | -14 | -2% | 0% | -3% | 0% | -5%
COc1cc2c(cc1OC)C(c1cccs1)N(C(=O)C(C)C)CC2 (stereo not given) | -9% | / | / | 10 | 14µM* | ? | 4% | -16% | 1%
COc1cc(/C=C2\SC(=S)N(CCCCC(=O)O)C2=O)ccc1OS(=O)(=O)c1ccc(C)cc1 | -2% | ? | -6% | -87* | -8% | 9% | 86% | -9% | ?
COc1ccc(/C=c2\sc3nc(=O)c(C)nn3c2=O)c(OC)c1 | 9% | i | / | 5 | 16% | 2% | 2% | 3% | -6%
CCOC(=O)C1CCCN(C2CCN(Cc3nc(Cc4ccccc4)no3)CC2)C1 (stereo not given) | 6% | i | -2% | 7 | -22% | 16% | 1% | 1% | -1%
COc1ccc(CNC(=O)C2Cc3c(-c4ccccc4Oc4ccccc4)ccnc3O2)cc1OC (stereo not given) | ? | i | -19% | -29 | 15µM* | ? | / | -20% | /
O=C1CCCCC(=O)[C@H](OC(=O)c2ccccc2)C[C@H](c2ccccc2)O1 | -5% | i | 8% | 33 | ? | 8% | / | -4% | /
O=C(NCCC(=O)N(CCc1ccccc1)Cc1ccccc1)c1ccccc1Cl | -2% | i | -13% | -19 | ? | -16% | -2% | -23% | 12%
Cc1ccnc(NS(=O)(=O)c2ccc(NS(C)(=O)=O)cc2)n1 | 10% | i | 5% | 0 | 19% | 4% | -8% | 7% | -1%
c1csc(-c2cc(N3CCCCC3)c3ccccc3n2)c1 | 2% | i | 4% | -8 | -5% | 6% | 17% | -4% | 21µM*
CC1CC(=O)NC(=O)N1Cc1ccccc1 (stereo not given) | 13% | i | -2% | 14 | 24% | 0% | -1% | 10% | 2%
Cc1cc(/C=N/NC(=O)c2ccoc2C)cc(C)c1O | 5% | i | / | -2 | -13% | -2% | / | -4% | /
Cc1c(C(=S)Nc2ccccc2)cnn1-c1ccccc1 | -2% | i | 21% | -29 | 21µM* | -12% | -9% | -9% | -1%
COc1ccc(N2CC(C(=O)N[C@@H](C)C(=O)NCCc3ccccc3)CC2=O)cc1 (stereo not given in full) | 10% | i | 8% | -3 | 0% | 13% | -12% | 8% | -1%
O=C(NCc1nc2ccccc2[nH]1)C1=C[C@H](C2CC2)C[C@H](OCCCCO)O1 | -1% | i | 6% | 23 | 0% | 8% | 4% | 6% | 18%
